Compound activity as filed in PubChem.
PglD inh = blocks C. jejuni PglD acetyltransferase activity; purified PglD enzyme, DTNB colorimetric CoA detection; inhibition, % at 12.5 µM; actives 0.098% (n = 360,000); AID 602405; in the data active = inhibition above about 16%, passing the limit was not always enough; note: strong numbers were not always called active
LGR2 inh = Drosophila LGR2 receptor signaling inhibition; HEK293 LGR2, CRE-luciferase, bursicon-stimulated, 4 h; inhibition, % at 9.99 µM; actives 0.35% (n = 380,000); AID 720647;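 active = drop in luminescence signal, shown as inhibition above about 50% in the replicate tests, limit read from the data, passing the limit was not always enough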;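 note: agonist challenge used bursicon conditioned medium at about half maximal strength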
FN deposition inh = fibronectin deposition inhibition. actives 0.086% (n = 350,000). AID 743247. AH1F fibroblasts, Alexa488-fibronectin deposition fluorescence, overnight. inhibition, % at 12.6 µM;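 active = mean inhibition across replicates of 30% or more, regardless of how many single replicates reach that level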;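 note: positive control wells lacked labelled fibronectin entirely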
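Schedule: 1 h cell adhesion before compound, then overnight fibronectin incubation; test system: AH1F fibroblast monolayer depositing Alexa488-labelled fibronectin into matrix; quantity: 10000 AH1F cells per well; probe or stimulus: fluorescent fibronectin at 24 nM final; signal: fluorescence, ex 485 nm, em 525 nm; evaluation: percent inhibition as loss of matrix-bound fibronectin fluorescence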
S100A4 MyoIIA = inhibitors of human S100A4 binding to myosin IIA peptide; inhibition, % at 10.7 µM; S100A4/TAMRA-MyoIIA peptide fluorescence polarization; actives 0.14% (n = 360,000); AID 652163;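 active = mean inhibition of at least 70% across replicates, with every replicate also reaching that level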
Target sequence (P26447 whole entry, looked up): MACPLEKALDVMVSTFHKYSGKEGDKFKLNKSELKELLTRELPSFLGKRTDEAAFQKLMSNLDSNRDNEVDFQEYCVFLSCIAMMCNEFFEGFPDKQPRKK
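Test system: S100A4 monomer protein. Medium: HEPES buffer with Ca2+, pH 7.2. Reagent: fluorescent myosin IIA peptide, 5 nM. Compound dosing: single-point compound testing. Timing: 5 min between mix addition and reading. Benchmarks: DMSO neutral and TFP positive wells.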
PGC1a acetyl inh = modulators of PGC1a acetylation; AID 651687; inhibition, % at 15.6 µM; actives 0.17% (n = 350,000); U2OS PGC1a acetylation, AlphaScreen anti-acetyl-lysine; with virally co-expressed GCN5 acetyltransferase;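 active = every replicate shows inhibition of at least 40%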;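 note: 0% = neutral control wells and 100% = positive control wells; some results beyond the cut were filed as inactive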
EWS-Fli block = EWS/Fli transcriptional activity inhibition; A673 NR0B1-luciferase reporter, viability-normalised; actives 0.67% (n = 350,000); inhibition, % at 12.6 µM;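 active = mean inhibition of at least 50% after viability correction, with every replicate also passing that limit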;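 note: firefly luciferase signal divided by Alamar Blue viability fluorescence both relative to DMSO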
ERAP1 inh = blocks human ERAP1 aminopeptidase activity. actives 0.15% (n = 340,000). inhibition, % at 10.7 µM. AID 652197. recombinant ERAP1, Leu-AMC fluorescence, 60 min;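 active = mean replicate inhibition of at least 30%, or all replicates individually reaching that 30% level; inactive = mean below 30% and not every replicate reaching it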;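 note: 0% = neutral control wells and 100% = L-leucinethiol positive control wells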
Target sequence (Q9NZ08 whole entry, looked up): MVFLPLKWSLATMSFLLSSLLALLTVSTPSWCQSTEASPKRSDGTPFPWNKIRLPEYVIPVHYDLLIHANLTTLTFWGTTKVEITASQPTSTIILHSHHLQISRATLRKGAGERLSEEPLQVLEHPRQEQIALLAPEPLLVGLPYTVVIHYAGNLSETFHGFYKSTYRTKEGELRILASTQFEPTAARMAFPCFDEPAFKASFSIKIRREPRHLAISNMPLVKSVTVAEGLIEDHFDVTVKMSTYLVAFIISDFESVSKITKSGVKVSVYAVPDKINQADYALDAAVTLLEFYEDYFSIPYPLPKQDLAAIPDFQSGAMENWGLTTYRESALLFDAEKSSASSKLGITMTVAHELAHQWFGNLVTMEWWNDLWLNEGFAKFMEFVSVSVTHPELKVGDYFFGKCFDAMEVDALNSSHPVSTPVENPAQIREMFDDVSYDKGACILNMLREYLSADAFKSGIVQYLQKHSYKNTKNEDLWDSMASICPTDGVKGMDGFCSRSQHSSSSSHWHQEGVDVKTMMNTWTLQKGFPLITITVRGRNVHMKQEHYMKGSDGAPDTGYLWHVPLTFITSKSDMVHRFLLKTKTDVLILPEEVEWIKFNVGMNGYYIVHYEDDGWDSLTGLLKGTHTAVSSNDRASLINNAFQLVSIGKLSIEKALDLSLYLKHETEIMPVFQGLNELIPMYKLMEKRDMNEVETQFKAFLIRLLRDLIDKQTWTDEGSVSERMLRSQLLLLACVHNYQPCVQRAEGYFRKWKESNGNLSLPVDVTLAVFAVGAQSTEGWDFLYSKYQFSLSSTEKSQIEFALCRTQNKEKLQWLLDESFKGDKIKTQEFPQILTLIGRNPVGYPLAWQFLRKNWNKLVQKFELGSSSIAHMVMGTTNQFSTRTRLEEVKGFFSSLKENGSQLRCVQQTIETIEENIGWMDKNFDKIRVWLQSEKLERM
PAX8 inh HTS = inhibitors of PAX8 transcriptional activity in RMG-I cells; actives 1.2% (n = 360,000); RMG-I TPO-luciferase reporter, SteadyGlo, 24 h; inhibition, % at 12.6 µM; AID 652154;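 active = mean replicate inhibition at least 60% with every replicate also reaching 60%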;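 note: luciferase light reporting Pax8 driven TPO promoter activity; plate controls were median of neutral control wells for no effect and mitoxantrone controls for full effect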
* marks the source's active call; other numbers are inactive results; & = joins results of further samples.

For CCCCn1cnc2c(SCc3ccccc3F)nc(N)nc21 the results were LGR2 inh -70.3, FN deposition inh 5.7, S100A4 MyoIIA 1.9, PGC1a acetyl inh -2.0, EWS-Fli block -38.9, ERAP1 inh 0.7 and PAX8 inh HTS -81.4.
Cc1noc(C)c1S(=O)(=O)Nc1cccc2c1O[C@H](CN(C)CC1CC1)[C@H](C)CN([C@@H](C)CO)C2=O was read as PglD inh 7.9, LGR2 inh -20.3, S100A4 MyoIIA 5.5, PGC1a acetyl inh 5.6, EWS-Fli block -12.8 and ERAP1 inh 0.7.
Cc1ccc(S(=O)(=O)Nc2ccc3c(c2)C(=O)N([C@@H](C)CO)C[C@@H](C)[C@@H](CN(C)S(=O)(=O)c2ccc(F)cc2)OCCCC[C@@H](C)O3)cc1 was read as PglD inh -1.2, LGR2 inh -10.8, S100A4 MyoIIA -22.8, PGC1a acetyl inh 0.0, EWS-Fli block -8.2, ERAP1 inh -3.6 and PAX8 inh HTS 67.8*.
For CN(C)c1nc(F)c(F)c(S(=O)(=O)c2ccccc2)c1F the results were PglD inh 1.2, LGR2 inh -2.7, FN deposition inh -1.8, S100A4 MyoIIA -6.4, PGC1a acetyl inh -4.1, EWS-Fli block 15.4, ERAP1 inh 5.7 and PAX8 inh HTS 4.8.
C[C@@H]1CN([C@@H](C)CO)C(=O)c2cccc(NC(=O)CCCCCC(=O)Nc3ccccc3N)c2O[C@@H]1CN(C)C(=O)Nc1ccc(C(F)(F)F)cc1 was read as LGR2 inh 7.1, S100A4 MyoIIA -5.1, PGC1a acetyl inh -1.8, EWS-Fli block 3.8, ERAP1 inh 7.4 and PAX8 inh HTS -15.6.
For O=C(C[C@@H]1CC[C@@H]2[C@H](COC[C@@H](O)CN2Cc2ccccc2F)O1)N[C@@H]1CCN(Cc2ccccc2)C1 the results were PglD inh 2.0, LGR2 inh -4.3, FN deposition inh -13.5, S100A4 MyoIIA 0.2, PGC1a acetyl inh 3.9, EWS-Fli block -2.7, ERAP1 inh 0.9 and PAX8 inh HTS -9.4.
Screening O=C(CN1CCOCC1)N1C[C@@H]2N[C@H](C1)C2c1ccc(-c2ccccc2)cc1 (some centres undefined) returned LGR2 inh -6.5&3.0, FN deposition inh -9.6&1.0, S100A4 MyoIIA -3.3&-1.6, PGC1a acetyl inh 0.9&4.3, EWS-Fli block -4.1&-0.5, ERAP1 inh 0.5&0.4 and PAX8 inh HTS -6.4&-7.3.
Screening COc1ccccc1-c1ccc2c(c1)O[C@H](CN(C)Cc1ccc3c(c1)OCO3)[C@H](C)CN([C@H](C)CO)S2(=O)=O returned PglD inh 4.9, LGR2 inh -3.8, S100A4 MyoIIA 3.4, PGC1a acetyl inh -21.1, EWS-Fli block 1.7, ERAP1 inh 0.1 and PAX8 inh HTS 66.8*.
COc1ccccc1Nc1nnc(SCC(=O)N2CCCC2=O)s1 was read as PglD inh 4.5, LGR2 inh 0.1, S100A4 MyoIIA -4.4, PGC1a acetyl inh -13.4, EWS-Fli block 2.9 and ERAP1 inh 1.5.
Screening COc1ccc(-c2c(C#N)c(N)n(N)c(=O)c2C#N)cc1Cl returned LGR2 inh 20.1, FN deposition inh 7.5, S100A4 MyoIIA -3.6, EWS-Fli block 5.0, ERAP1 inh 2.6 and PAX8 inh HTS 1.0.
CC(C)C#Cc1ccc2c(c1)O[C@H](CN(C)C)[C@@H](C)CN([C@H](C)CO)S2(=O)=O was read as PglD inh 0.8, LGR2 inh -8.6, S100A4 MyoIIA -85.5, PGC1a acetyl inh -8.3, EWS-Fli block 9.1 and PAX8 inh HTS -13.5.
COc1ccc(S(=O)(=O)N[C@@H]2C=C[C@H](CC(=O)O)O[C@H]2CO)cc1 was read as PglD inh 2.2, LGR2 inh 9.2, FN deposition inh -6.4, S100A4 MyoIIA 11.2, PGC1a acetyl inh -5.4, EWS-Fli block 1.1, ERAP1 inh -1.9 and PAX8 inh HTS -9.7.
Screening CN(CC(=O)Nc1ccccc1Br)C(=O)c1cccnc1Nc1cccc(C(F)(F)F)c1 returned PglD inh 1.0, LGR2 inh 0.3, FN deposition inh -1.9, S100A4 MyoIIA 0.0, ERAP1 inh -1.4 and PAX8 inh HTS 10.2.
For COc1ccc2c3c(n(C)c2c1)[C@@H](CO)N(C(=O)C1CCCC1)CC31CCN(C(=O)CC2CC2)CC1 the results were LGR2 inh 3.5, S100A4 MyoIIA -5.3, PGC1a acetyl inh 2.4, EWS-Fli block -0.8, ERAP1 inh -2.8 and PAX8 inh HTS 4.9.
Screening C[C@@H]1CN([C@H](C)CO)C(=O)CCCn2cc(nn2)CO[C@H]1CN(C)Cc1cccnc1 returned PglD inh 0.3, LGR2 inh -3.4, FN deposition inh 8.0, S100A4 MyoIIA 8.0, PGC1a acetyl inh -8.2, EWS-Fli block -9.6 and ERAP1 inh -1.0.
`CCOC(=O)c1ccccc1NC(=O)COC(=O)c1cc([N+](=O)[O-])ccc1N1CCOCC1` gave LGR2 inh -27.3, FN deposition inh 6.0, S100A4 MyoIIA -15.8, EWS-Fli block -1.9, ERAP1 inh 2.5 and PAX8 inh HTS 19.7.
CC1CCN(CCCCOc2ccc(C(C)(C)C)cc2)CC1 was read as PglD inh 0.5, LGR2 inh -7.6, FN deposition inh 12.3, S100A4 MyoIIA -3.8, PGC1a acetyl inh -0.9, EWS-Fli block 14.6, ERAP1 inh 7.5 and PAX8 inh HTS 6.9.
`CC(C)c1ccc(NC(=O)C2Cc3c(-c4ccc5c(c4)OCO5)ccnc3O2)cc1` (centres undefined) gave PglD inh 2.3, LGR2 inh 1.4, FN deposition inh 4.2, S100A4 MyoIIA -3.5, PGC1a acetyl inh 4.5, EWS-Fli block -30.7, ERAP1 inh 3.1 and PAX8 inh HTS -2.4.
`CC(C)Oc1ccc(C(=O)NN2C(=O)NC3(CCCCC3)C2=O)cc1` gave PglD inh 2.7, LGR2 inh -10.6, FN deposition inh -3.3, S100A4 MyoIIA -3.7, PGC1a acetyl inh -7.0, EWS-Fli block -2.1, ERAP1 inh -0.2 and PAX8 inh HTS -16.5.
Screening c1ccc(-c2ccc3c(c2)NC(C2Nc4cc(-c5ccccc5)ccc4O2)O3)cc1 (centres undefined) returned PglD inh -1.9, LGR2 inh -0.2, FN deposition inh 4.7, S100A4 MyoIIA 18.4, EWS-Fli block 12.1, ERAP1 inh 0.6 and PAX8 inh HTS 31.7.
`COc1cccc(-c2cnc3c(c2)C(=O)N([C@@H](C)CO)C[C@H](C)[C@@H](CN(C)C(=O)CC2CC2)O3)c1` gave PglD inh -0.7, LGR2 inh -6.0, FN deposition inh -9.6, S100A4 MyoIIA 17.8, PGC1a acetyl inh -6.4, EWS-Fli block 0.3 and ERAP1 inh 1.0.
For CCOC(=O)CC1C(=O)NCCN1S(=O)(=O)c1cc(Cl)c(Cl)cc1Cl (centres undefined) the results were PglD inh -0.2, FN deposition inh -4.3, PGC1a acetyl inh 12.4 and PAX8 inh HTS 12.4.
Screening Cc1ccc(S(=O)(=O)N2CCOCC2)cc1C(=O)OCCOc1cccc(Cl)c1 returned PglD inh 7.6, LGR2 inh 10.6, FN deposition inh 0.5, S100A4 MyoIIA 4.1, PGC1a acetyl inh -4.2, EWS-Fli block -0.9, ERAP1 inh 0.4 and PAX8 inh HTS -2.4.
Screening O=C(c1ccc(F)cc1)N1CC[C@@H]2[C@H]1c1cc(C#Cc3ccccc3F)ccc1N[C@@H]2CO returned PglD inh -10.4, LGR2 inh -2.6, FN deposition inh -30.9, PGC1a acetyl inh 9.3, EWS-Fli block 0.5 and PAX8 inh HTS 5.6.
`CCCCn1c(N)c(N(CC(C)C)C(=O)c2cc(C)oc2C)c(=O)[nH]c1=O` gave LGR2 inh 12.8, FN deposition inh 2.8, S100A4 MyoIIA 1.3, EWS-Fli block 3.9, ERAP1 inh -4.7 and PAX8 inh HTS 19.1.
For Cc1ccc(S(=O)(=O)NCC(=O)N(CC2CCCO2)C(C(=O)NCC2CCCO2)C(C)C)cc1 (centres undefined) the results were PglD inh -3.7, LGR2 inh 1.5, FN deposition inh -6.9, S100A4 MyoIIA 2.1, PGC1a acetyl inh 0.0, EWS-Fli block -0.3, ERAP1 inh -1.4 and PAX8 inh HTS 12.6.
COc1ccc(/C=N/NC(=O)CC(=O)NCc2cccnc2)cc1 was read as PglD inh 0.7, LGR2 inh -4.4, S100A4 MyoIIA -1.5 and ERAP1 inh -0.2.
Screening CCOC(=O)N(C)c1c(CC)nc2c(OCc3ccc(Cl)cc3Cl)cccn12 returned PglD inh 5.1, FN deposition inh -2.9, S100A4 MyoIIA -0.3, PGC1a acetyl inh 2.7, EWS-Fli block 13.6, ERAP1 inh -0.7 and PAX8 inh HTS 9.5.
Screening CCOC(=O)NNC(=O)CCn1c2c(c3ccccc31)CCCC2 returned LGR2 inh 6.0, FN deposition inh 7.8, S100A4 MyoIIA 4.2, EWS-Fli block -22.2, ERAP1 inh -0.9 and PAX8 inh HTS -9.5.
For Cc1nc(N2CCOCC2)nc(OCCN(C)C)c1[N+](=O)[O-] the results were LGR2 inh 1.3, S100A4 MyoIIA -11.9, EWS-Fli block 2.9, ERAP1 inh 14.8 and PAX8 inh HTS 9.9.
Screening O=C(Nc1cccc(N=Cc2cc(Br)cc(Br)c2O)c1)c1ccco1 returned PglD inh 2.0, LGR2 inh 10.5, FN deposition inh -2.9, PGC1a acetyl inh 11.3 and PAX8 inh HTS -5.8.
For CC(=O)NC[C@@H]1[C@@H](c2ccc(C3=CCCCC3)cc2)[C@@H](CO)N1C(=O)NC(C)C the results were PglD inh -0.2, LGR2 inh -10.9, FN deposition inh -11.5, PGC1a acetyl inh 5.9, EWS-Fli block -7.8 and PAX8 inh HTS 5.9.
`COc1cc(OC)cc(C(=O)NCC(=O)OCc2ccc(Cl)c(Cl)c2)c1` gave PglD inh -16.6, LGR2 inh 3.6, S100A4 MyoIIA -0.7, PGC1a acetyl inh -7.1, EWS-Fli block -0.6, ERAP1 inh -2.1 and PAX8 inh HTS -0.9.
`C[C@@H]1CN([C@H](C)CO)C(=O)c2cc(C3=CCCCC3)cnc2O[C@H]1CN(C)Cc1ccc(C(=O)O)cc1` gave PglD inh 1.1, LGR2 inh 7.7, FN deposition inh -1.6, S100A4 MyoIIA 0.8, PGC1a acetyl inh 4.9, EWS-Fli block -9.9, ERAP1 inh -5.0 and PAX8 inh HTS -28.0.
CC1(C)OC(=O)C(=CNc2ccccn2)C(=O)O1 was read as PglD inh -1.8, FN deposition inh 0.3, S100A4 MyoIIA -6.7, PGC1a acetyl inh -9.7, EWS-Fli block 0.8, ERAP1 inh 1.6 and PAX8 inh HTS 6.2.
For Cc1cccc(C)c1NC(=S)N(CCN(C)C)C(C)c1cccnc1 (centres undefined) the results were LGR2 inh -7.5, FN deposition inh 7.9, S100A4 MyoIIA -8.6, PGC1a acetyl inh 4.3, EWS-Fli block 1.1, ERAP1 inh -2.7 and PAX8 inh HTS -2.8.
Screening Cc1cc(NS(=O)(=O)c2ccc(NC(=O)NC(C)(C(F)(F)F)C(F)(F)F)cc2)no1 returned PglD inh 1.3, LGR2 inh 4.8, FN deposition inh 8.8 and PGC1a acetyl inh 14.0.
`COc1ccc(OCC(=O)N2CCC3(CC2)CC(=O)c2ccccc2O3)cc1` gave PglD inh -6.2, LGR2 inh -2.8, FN deposition inh 3.1, S100A4 MyoIIA -4.0, PGC1a acetyl inh -1.2, EWS-Fli block -0.1, ERAP1 inh -4.8 and PAX8 inh HTS -4.6.
